# PDI inh: PDI (human) enzyme inhibition | P07237 | PDI insulin aggregation turbidity, A650, 90 min | inhibition, % at 10 µM | 350,000 compounds, 0.052% hits;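 active = mean inhibition across replicates of 30% or more, whatever share of single replicates reach that level; inconclusive = mean inhibition below 30% while every single replicate reaches 30%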;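 also: absorbance from insulin aggregation driven by PDI reduction with DTT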
# Vif inh: blocks HIV Vif function. HEK293T cells, Vif self-association by quenched fluorescence, imaging, 24 h. inhibition, % at 7.49 µM. 340,000 compounds, 0.35% hits; in the data active = inhibition above about 50%, passing the limit was not always enough; inconclusive = no clear call, values can overlap the other calls; inactive = below about 31%; also: some results filed as inactive read as strong as hits
# Cardio protect: myocardial damage modulation in H9c2 cells; 360,000 compounds, 0.63% hits; AID 588492; H9c2 cardiomyocytes, H2O2 injury protection, ATPLite, 2 h; protection from H2O2 cell death, % at 20 µM;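 active = compounds giving at least 50% protection of heart cells from peroxide-induced death in the single-dose screen, raw or plate-pattern-corrected value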;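 also: 0% = DMSO wells with peroxide and 100% = DMSO wells without peroxide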
# CaV13 ICDI inh: Primary screen for inhibitors of IQ motif and Ca2+-dependent inactivation inhibitor domain binding in CACNA1D, Förster resonance energy transfer in living cells, …; HEK cells, CFP/YFP FRET ICDI-IQ, plate reader, 10 min; percent FRET-ratio fall versus neutral wells; inhibition, % at 12.3 µM; 340,000 compounds, 0.098% hits; AID 743397;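 active = mean replicate inhibition of at least 30% and at least 1% of replicates passing that level; inconclusive = only one of the two criteria is met; inactive = neither criterion is met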;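 also: 0% = median of the neutral control wells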
# m5-HT2A agonist: activates the mouse 5-HT2A serotonin receptor; P35363; activation, % at 7.6 µM; 360,000 compounds, 0.66% hits; CHO-K1 mHTR2A beta-arrestin complementation, luminescence; percent of 30 µM serotonin response;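 active = activation above a run cutoff, the mean activation of all tested compounds plus 3 SD, cut at about 14% in these data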;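 also: 0% = plate median of compound wells and 100% = 30 µM serotonin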
# Target sequence (P35363 whole entry, looked up): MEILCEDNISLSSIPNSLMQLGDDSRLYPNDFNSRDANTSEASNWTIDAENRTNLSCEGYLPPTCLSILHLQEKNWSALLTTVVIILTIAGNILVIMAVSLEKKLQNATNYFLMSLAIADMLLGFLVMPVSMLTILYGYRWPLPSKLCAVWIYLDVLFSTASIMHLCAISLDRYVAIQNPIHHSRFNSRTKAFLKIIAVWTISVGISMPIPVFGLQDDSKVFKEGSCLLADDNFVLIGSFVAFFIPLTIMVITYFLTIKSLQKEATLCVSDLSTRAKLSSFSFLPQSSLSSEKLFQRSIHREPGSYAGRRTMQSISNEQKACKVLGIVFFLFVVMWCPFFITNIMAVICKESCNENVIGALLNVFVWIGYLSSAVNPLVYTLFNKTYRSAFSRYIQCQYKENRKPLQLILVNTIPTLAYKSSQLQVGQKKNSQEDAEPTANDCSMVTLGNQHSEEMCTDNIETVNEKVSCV
# MC4R ag barr: activates human MC4R beta-arrestin recruitment; U2OS MC4R beta-arrestin complementation, luminescence; percent of melanotan II response, DMSO zero; P32245; 360,000 compounds, 0.98% hits; activation, % at 8.9 µM;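 active = activation above a per-plate cutoff, the mean activation of sample wells on that plate plus 3 SD, cut at about 8% in these data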
# Target sequence (P32245 whole entry, looked up): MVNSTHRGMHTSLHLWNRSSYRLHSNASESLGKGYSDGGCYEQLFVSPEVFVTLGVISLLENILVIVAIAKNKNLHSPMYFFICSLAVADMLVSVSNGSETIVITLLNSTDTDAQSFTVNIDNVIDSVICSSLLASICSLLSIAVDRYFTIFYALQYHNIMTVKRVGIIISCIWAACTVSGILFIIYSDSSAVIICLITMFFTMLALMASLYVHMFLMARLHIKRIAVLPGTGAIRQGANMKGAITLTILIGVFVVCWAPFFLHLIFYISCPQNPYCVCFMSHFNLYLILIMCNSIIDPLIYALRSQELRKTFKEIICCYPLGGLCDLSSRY
# Glyco luc inh: N-linked glycosylation inhibition. D54 ERlucT glycosylation luciferase reporter, 24 h; percent of 100 nM tunicamycin response. reporter increase, % at 12.5 µM. 360,000 compounds, 0.23% hits;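 active = mean luciferase reporter signal, scaled so untreated is 0 and the glycosylation-blocking control 100, at or above a set limit in every replicate; inconclusive = mean reaches the limit but not every replicate does; inactive = mean below the limit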;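 also: luciferase carries N-glycosylation sites so blocking glycosylation raises the light; 0% = median of neutral control wells and 100% = median of 100 nM tunicamycin wells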
# aDG glyco act: increases alpha dystroglycan glycosylation; Pro5-aDG cells, alpha-DG glycosylation AlphaScreen (IIH6); 0% Pro5, 100% B10-LARGE cell signal; activation, % at 10 µM; 360,000 compounds, 0.22% hits; AID 624168;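 active = activation of at least 8% versus controls, or a plate z-score of at least 8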;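 also: Pro5 are CHO cells carrying HIG-tagged alpha-DG that lacks glycosylation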
# ABCB6 inh 2: inhibitors of human ABC transporter ABCB6; Q9NP58; K562-ABCB6 porphyrin accumulation, flow cytometry, 1 h; active compounds read low; fluorescence ratio to DMSO, % at 10 µM; 360,000 compounds, 0.19% hits; AID 602162;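 active = fluorescence ratio to DMSO below 75%, the collection mean minus 3 SD; inconclusive = too few cells collected in the well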;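 also: signal is porphyrin accumulated inside mitochondria; 100% equals median channel fluorescence of DMSO control wells; lower ratio means ABCB6 inhibition with less porphyrin fluorescence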
# MC4R antag cAMP: human MC4R antagonism in cAMP assay; P32245; MC4R-expressing cells, MTII-stimulated cAMP, LANCE TR-FRET; inhibition, % at 6.5 µM; 360,000 compounds, 0.48% hits; AID 540295;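 active = inhibition above its plate's cutoff, the mean of tested wells on that plate plus 3 SD, cut at about 29% in these data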;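 also: 0% = Melanotan II alone and 100% = Melanotan II plus saturating MCL0020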
#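 System – human MC4R-expressing U2OS cells · Also added – Melanotan II · Dosing – one concentration, 6.5 µM nominal · Timing – 30-min compound, 1-h challenge, 1-h detection, room temperature · Measured by – Eu-cAMP/anti-cAMP TR-FRET, emission 671 nm · Replicates – singlicate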
# Active calls of the source: *; ? = inconclusive; . = no result given.
entry	SMILES	PDI inh	Vif inh	Cardio protect	CaV13 ICDI inh	m5-HT2A agonist	MC4R ag barr	Glyco luc inh	aDG glyco act	ABCB6 inh 2	MC4R antag cAMP
1	Cc1cc(C(=O)OC(C)C(=O)NC2CCCCC2C)c2ccccc2n1 (configuration not stated)	8	-6	2	-11	0	-0.3	4	0.1	88	7
2	CCc1cccc(Oc2nn[nH]n2)c1	-2	-1	3	-7	-1	-3.2	2	0.0	97	-2
3	COc1ccc(S(=O)(=O)N2CCCCC2)cc1NC(=O)c1ccco1	-3	-2	-4	-2	-1	-3.3	1	-0.1	102	15
4	Cc1nn(CC(=O)NCc2ccc(OC(C)C)cc2)c(=O)c2cc(-c3ccccc3)nn12	1	-1	2	.	-2	-3.5	-4	0.0	103	8
5	COc1ccc(C2c3c(oc4ccccc4c3=O)C(=O)N2c2ccccn2)cc1OC (configuration not stated)	.	-9	25	-5	1	-1.5	1	0.0	101	5
6	CN1C(=O)C(C)(C)c2cc(S(=O)(=O)N3CCCC3C(=O)NCc3ccccc3Cl)ccc21 (configuration not stated)	.	11	-8	-1	-2	-0.7	2	0.0	103	9
7	Cc1cccc(Cn2c(NC3CCCC3)nc3c2c(=O)[nH]c(=O)n3C)c1	0	.	3	-7	9	1.0	2	-0.3	93	-9
8	COc1ccc(Br)c(C(=O)N2CCCC2(C)C(=O)NCC(C)C)c1 (configuration not stated)	6	11	-3	-7	0	1.1	0	0.0	91	-6
9	COc1ccc(C(CNC(=O)c2cccc(NS(=O)(=O)c3ccc(C)c(F)c3)c2)N2CCCC2)cc1 (configuration not stated)	-5	-2	1	-7	-11	-3.5	-8	0.5	103	6
10	O=C(O)/C=C/C(=O)NCCC1=CCCCC1	0	.	2	-4	5	-2.5	1	0.4	102	2
11	COc1ccc(-c2cnnn2-c2ccc(NC(=O)c3ccc(S(=O)(=O)N4CCCCC4)cc3)cc2)cc1OC	-25	-10	1	-2	0	-1.4	3	1.0	92	7
12	COC(=O)CN=Cc1c(C)[nH]n(-c2ccccc2)c1=O	-12	5	4	5	-2	-1.0	-1	-0.3	100	3
13	CCC(C)[C@H]1CNC(=O)C(=O)N1CCc1cccc2ccccc12 (some centres not stated)	.	.	.	-11	-2	.	.	0.1	100	.
14	Cc1cc(C)c2c(c1)cc(C)c1nnc(SCC(=O)Nc3ccccc3N3CCOCC3)n12	-1	3	-5	-5	-2	-0.9	0	0.3	101	1
15	O=C(COc1ccc(Cl)cc1)NNC(=O)CSc1nncs1	0	-3	0	-2	4	-3.1	1	0.2	99	0
16	Cc1cc(NC(=O)COC(=O)c2ccc([N+](=O)[O-])cc2Cl)no1	13	16	-7	-6	4	0.0	0	0.0	97	0
17	CC(=O)Nc1ccc(S(=O)(=O)NCCC(=O)OCC(=O)c2cccc(Br)c2)cc1	3	-1	-4	-5	-3	-2.3	-1	0.0	103	10
18	COc1cc2oc(=O)ccc2cc1[C@H](O)[C@@H](O)C(C)(C)O	2	-2	-2	-10	0	0.1	1	-0.1	95	4
19	Cc1ccnc(SCCn2c(N3CC(C)OC(C)C3)nc3c2c(=O)n(C)c(=O)n3C)n1 (configuration not stated)	-2	-1	3	-6	0	-2.5	5	-0.1	97	3
20	CC(CCn1cccn1)NC(=O)c1cc(COc2ccc(F)cc2F)on1 (configuration not stated)	-1	8	11	-5	-5	-2.9	-1	-0.1	103	12
21	COc1cccc(CCNC(=O)CCc2nnc(-c3cc(C)oc3C)o2)c1	8	12	-3	-3	2	-2.3	-2	0.0	94	2
22	Cc1cccc(N2CC(O)(c3cccs3)[N+]3=C2CCCC3)c1 (configuration not stated)	0	-2	-6	0	-2	-1.6	1	0.0	97	-7
23	CCN(CC)C(=O)C1=C(C)N(Cc2ccc(F)cc2)C(=O)C(CC(=O)NC2CCCC2)C1 (configuration not stated)	2	.	0	-1	1	-0.3	0	0.4	96	7
24	CN(CC(=O)NCCc1ccccc1)S(=O)(=O)c1cccc2nsnc12	-6	0	4	-3	3	2.0	-1	-0.1	94	-1

# Full records from above:
# Profile of COc1cccc(CCNC(=O)CCc2nnc(-c3cc(C)oc3C)o2)c1 = PDI inh = 8; Vif inh = 12; Cardio protect = -3; CaV13 ICDI inh = -3; m5-HT2A agonist = 2; MC4R ag barr = -2.3; Glyco luc inh = -2; aDG glyco act = 0.0; ABCB6 inh 2 = 94; MC4R antag cAMP = 2
# Profile of Cc1cc(C(=O)OC(C)C(=O)NC2CCCCC2C)c2ccccc2n1 (configuration not stated) = PDI inh = 8; Vif inh = -6; Cardio protect = 2; CaV13 ICDI inh = -11; m5-HT2A agonist = 0; MC4R ag barr = -0.3; Glyco luc inh = 4; aDG glyco act = 0.1; ABCB6 inh 2 = 88; MC4R antag cAMP = 7

# 4 entries already listed, arranged by the number in PDI inh, smallest number first:
no. | Compound | PDI inh
19 | Cc1ccnc(SCCn2c(N3CC(C)OC(C)C3)nc3c2c(=O)n(C)c(=O)n3C)n1 (configuration not stated) | -2
15 | O=C(COc1ccc(Cl)cc1)NNC(=O)CSc1nncs1 | 0
23 | CCN(CC)C(=O)C1=C(C)N(Cc2ccc(F)cc2)C(=O)C(CC(=O)NC2CCCC2)C1 (configuration not stated) | 2
21 | COc1cccc(CCNC(=O)CCc2nnc(-c3cc(C)oc3C)o2)c1 | 8

# (more compounds)
entry	SMILES	PDI inh	Vif inh	Cardio protect	CaV13 ICDI inh	m5-HT2A agonist	MC4R ag barr	Glyco luc inh	aDG glyco act	ABCB6 inh 2	MC4R antag cAMP
25	O=C(O)/C=C/C(=O)NC1CCC(CC2CCC(NC(=O)/C=C/C(=O)O)CC2)CC1 (configuration not stated)	3	-11	-4	-5	0	0.8	-2	-0.2	101	25
26	C=CCN(CC=C)C(=O)c1ccccc1NC(=O)c1ccccc1C	-2	0	2	.	-3	-0.9	-1	-0.2	109	0
27	CCOC(=O)/C(C#N)=C1/C=Nc2ccccc2N1	1	13	-1	-5	4	-0.7	1	0.3	103	-9
28	COc1ccccc1OCCNC(=O)C1CC(=O)N(Cc2ccccc2)C1 (configuration not stated)	-1	12	-4	-12	-4	0.4	-1	0.0	101	16
29	N#Cc1c(-c2ccccc2)cc(C2CC2)nc1SCC(=O)c1cccs1	7	86*	-11	-5	0	-2.6	1	0.6	99	15
30	FC(F)(F)c1ccc(Cl)c(-n2c(Cc3cccs3)n[nH]c2=S)c1	2	1	3	-4	-3	-1.9	0	0.1	95	9
31	COC(=O)c1ccc(NC(=O)C2CCCO2)cc1 (configuration not stated)	-1	25	-3	-5	1	-1.5	0	-0.2	97	-1
32	Cc1ccc(NC2=NC(c3ccc(F)cc3)n3c(nc(C)cc3=O)N2)cc1 (configuration not stated)	-10	3	2	0	-1	-1.7	-1	-0.1	93	-1
33	CC(C)(C)c1ccc(O)c(O)c1	.	9	36	.	-5	-0.6	1	0.1	97	4
34	N#CC1=C(N)OC2=C(CCc3ccccc32)C1c1ccccc1Cl (configuration not stated)	10	-7	-6	-5	-2	1.8	?	0.1	91	-16
35	COc1ccc(NS(=O)(=O)c2ccc(NS(=O)(=O)c3ccc(SC)cc3)cc2)c(OC)c1	-11	-3	6	-9	-4	4.3	-1	-0.1	104	-6
36	N#Cc1nc(COc2ccccc2Cl)oc1N1CCCCCC1	1	-1	-12	-6	-2	-0.4	-3	-0.3	101	6
37	CCn1c(SCC(=O)N2CCCC2)nc2c(c1=O)SCC2	2	-6	7	-4	6	-2.3	0	0.4	105	-1
38	Cc1ccc(NC(=O)c2ncn(CC(=O)N3CCN(c4ccccn4)CC3)n2)cc1C	-2	-11	-2	-5	5	1.6	1	0.1	103	3
39	O=C(CSc1nc2[nH]ncc2c(=O)n1-c1ccccc1Br)NCc1ccccc1Cl	11	-3	4	-4	4	-4.5	-2	0.9	94	3
40	Cc1nnc(NC(=O)CSc2ncnc3c2cnn3-c2ccccc2C)s1	-2	.	-1	.	-2	0.2	-2	-0.2	102	26
41	COCCNC(=S)N/N=C(\C)c1ccccc1OC	-13	-2	5	-2	3	-3.3	-1	3.4	99	6
42	CC(=O)OC[C@]1(OC(C)=O)C[C@@]23CC[C@H]4[C@@](C)(CCC[C@@]4(C)C(=O)O)[C@@H]2CC[C@@H]1C3	4	3	4	-9	-1	-2.0	3	-0.2	93	-2
43	CN(CC12CC3CC(CC(C3)C1)C2)C(=O)c1ccco1	-1	-2	2	-5	-5	-2.1	-1	0.6	102	8
44	COc1ccc(C(CNC(=O)CNC(=O)c2ccccc2Cl)N2CCCC2)cc1 (configuration not stated)	-1	3	0	-4	-1	-1.4	0	-0.3	89	4
45	O=C(NCCCn1ccnc1)c1cn(Cc2ccc(F)cc2)nn1	2	-11	11	-4	2	1.8	-1	-0.1	100	16
46	O=C(O)Cn1c(=O)cnc2ccccc21	-3	4	4	-4	0	-0.5	2	0.1	99	11
47	Cc1ccc(C(=O)NCc2cccnc2)cc1S(=O)(=O)Nc1ccccc1	-4	.	6	-4	-1	-1.3	-1	0.2	101	9
48	CCn1c(Oc2ccccc2C)nc2c1c(=O)n(C)c(=O)n2C	-6	-2	-3	-5	1	-2.2	-9	0.1	104	8
49	O=C(CCN1C(=O)c2ccccc2C1=O)N(CCO)Cc1ccccc1	-7	.	11	-3	4	-2.6	0	-0.2	94	2
50	CCn1c(=O)n(CC)c2cc(NC(=O)c3ccccc3Cl)ccc21	8	18	-4	-4	-3	-0.6	3	0.0	95	25
51	CN(C(=O)Cn1cnc2sccc2c1=O)C1CCCCC1	0	.	-2	-2	6	1.3	0	0.1	97	10
52	COC(=O)Cc1ccc(NC(=S)NN2CCOCC2)cc1	1	-18	0	-2	0	-0.1	0	0.1	103	14
53	COc1ccc(S(=O)(=O)Nc2cc(C)cc(C)n2)c2ccccc12	-9	0	-2	-8	1	-0.8	0	-0.2	94	-1

# High-throughput results as filed in PubChem BioAssay.
